From PubChem BioAssay
EPAC2 antagonist = blocks human EPAC2 exchange factor; Q8WZA2; EPAC2 GEF exchange of Rap1B-BODIPY-GDP, fluorescence; Potency, µM (doses to about 114 µM), for the others: at the top dose activity, negative = inhibition, actives largely listed as inhibitors; 360,000 tested, 0.18% active; note: % is set by controls: 0 for no effect and ±100 for the full control effect; nearly all actives have a fitted effect of over 45% in size; many of its hits are not listed in these tables
Target sequence (Q8WZA2 whole entry, looked up): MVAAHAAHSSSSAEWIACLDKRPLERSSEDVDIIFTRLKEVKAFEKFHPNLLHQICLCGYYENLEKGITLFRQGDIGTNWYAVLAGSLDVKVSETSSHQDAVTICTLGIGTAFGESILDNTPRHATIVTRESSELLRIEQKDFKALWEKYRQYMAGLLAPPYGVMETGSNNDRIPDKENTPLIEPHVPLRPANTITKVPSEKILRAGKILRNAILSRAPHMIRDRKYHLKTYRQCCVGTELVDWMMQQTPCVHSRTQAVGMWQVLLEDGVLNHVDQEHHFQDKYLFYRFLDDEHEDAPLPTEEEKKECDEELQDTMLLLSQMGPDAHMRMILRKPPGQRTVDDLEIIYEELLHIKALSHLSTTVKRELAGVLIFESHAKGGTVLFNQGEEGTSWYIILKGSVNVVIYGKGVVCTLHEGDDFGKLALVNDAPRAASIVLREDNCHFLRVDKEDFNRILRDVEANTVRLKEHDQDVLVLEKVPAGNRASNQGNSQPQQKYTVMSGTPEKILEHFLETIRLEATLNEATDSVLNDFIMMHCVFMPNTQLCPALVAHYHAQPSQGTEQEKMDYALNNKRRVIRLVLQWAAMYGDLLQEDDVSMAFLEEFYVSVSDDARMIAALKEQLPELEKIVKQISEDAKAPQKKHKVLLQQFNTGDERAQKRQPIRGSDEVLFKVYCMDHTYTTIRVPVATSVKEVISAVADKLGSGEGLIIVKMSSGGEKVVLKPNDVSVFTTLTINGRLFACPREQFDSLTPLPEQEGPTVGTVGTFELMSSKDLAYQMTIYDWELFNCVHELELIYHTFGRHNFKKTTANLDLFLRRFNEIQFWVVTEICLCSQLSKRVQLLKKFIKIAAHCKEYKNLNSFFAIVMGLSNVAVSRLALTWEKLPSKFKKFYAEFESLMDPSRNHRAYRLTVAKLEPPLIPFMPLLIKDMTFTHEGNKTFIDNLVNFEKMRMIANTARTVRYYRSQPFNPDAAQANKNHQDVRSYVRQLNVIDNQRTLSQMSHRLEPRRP
MCF10A rerep = inducers of DNA re-replication in MCF 10A breast cells; 350,000 tested, 2.9% active; Potency, µM (highest dose often 46.1 µM), inactives show at the highest dose activity, positive = re-replication, actives largely listed as activators; MCF 10A DNA re-replication, Hoechst nuclear intensity, 48 h; note: % of control where 0% means no effect; nearly all actives have a fitted effect of over 50% in size
TGFb SMAD3 inh = TGF-b pathway inhibition; HepG2 CAGA-GFP TGF-b/SMAD3 reporter, GFP fluorescence, 18 h; TGF-beta stimulated, 500 pg/mL final; Potency, µM (titrated, usually from 46.1 µM), for the others: top-dose activity, negative = inhibition, hits mostly inhibitors; 410,000 tested, 1.2% active; note: % is set by controls: 0 for no effect and ±100 for the full control effect; nearly all actives have a fitted effect of over 65% in size
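Cell-based qHTS in HEPG2 carrying a CAGA-GFP Smad reporter; compounds added before 500 pg/mL final TGF-beta, 18 h incubation at 37 degrees C, GFP fluorescence quantified per cell by imaging cytometry.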
Nrf2 activator = activates Nrf2 signaling; AREc32 ARE-luciferase reporter (MCF7-derived line), luminescence, 24 h; Potency, µM (top dose mostly 46.1 µM), for inactives: at the highest dose activation, hits mostly activators; AID 624171; 410,000 tested, 0.31% active; note: % of control where 0% means no effect; nearly all actives have a fitted effect of over 65% in size
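Nrf2 activation is followed as ARE-luciferase induction in the AREc32 line after one day of compound treatment; luminescence is read with Steady-Glo.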
ATXN2 expr inh = reduces ATXN2 reporter expression in HEK-293 cells; 360,000 tested, 0.72% active; Potency, µM (series often up to 57 µM), for the others: top-dose activity change, negative = inhibition, usual class: inhibitors; HEK-293 ATXN2-luciferase reporter, luminescence, 24 h; note: % is set by controls: 0 for no effect and ±100 for the full control effect; nearly all actives have a fitted effect of over 55% in size
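qHTS (up to 57 uM final) was run with 24 h compound exposure of reporter cells at 37 °C. Each well was multiplexed: SteadyGlo luminescence measured ATXN2-luciferase expression after a fluorogenic Gly-Phe-AFC viability readout (25 uM final).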
Nrf2 inh = Nrf2 pathway inhibition | A549 ARE-Fluc reporter, luciferase luminescence, 18-24 h | Potency, µM (top dose mostly 46 µM), for the others: top-dose activity change, negative = inhibition, most hits filed as inhibitors | 360,000 tested, 2.1% active | AID 504444; note: % is set by controls: 0 for no effect and ±100 for the full control effect; nearly all actives have a fitted effect of over 60% in size
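Cells were seeded and rested 2 h, then exposed to compounds for 18-24 h. CellTiter-Fluor was read first as a viability measure. BugLite was added 15 min before the final luminescent read of ARE-luciferase activity in A549 cells.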
HepG2 viability = kills HepG2 cells in TGF-b inhibitor counter-screen; AID 588856; HepG2 CAGA-GFP viability, ATP luminescence, 18 h; 410,000 tested, 0.76% active; Potency, µM (doses to about 46.1 µM), without a hit: top-dose activity change, negative = cytotoxicity, hits mostly cytotoxic; note: some results filed as inactive show a strong effect at the top dose
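HepG2 CAGA-GFP cells (1000/well, DMEM with 1% FBS) received compound, then TGF-beta at 500 pg/mL final, and were incubated 18 hours at 37 degrees C. Viability was read by CellTiter-Glo luminescence. Media-only wells were set as complete cell-killing and DMSO as no toxicity.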
ATXN viability = reduces viability in counter-screen for ATXN expression inhibitors. S2 cells (HEK-293 line with an ATXN2-luciferase reporter) viability, CellTiter-Fluor protease fluorescence, 24 h. Potency, µM (doses to about 56.7 µM), most hits filed as cytotoxic. 400,000 tested, 0.49% active. AID 651635; note: nearly all actives have a fitted effect of over 40% in size
A549 viability = counter-screen for Nrf2 inhibitors: cytotoxicity in A549 cells; A549 ARE-Fluc cells, CellTiter-Fluor viability, 18-24 h; 390,000 tested, 0.16% active; Potency, µM (top dose mostly 46 µM), for inactives: top-dose activity change, negative = cytotoxicity, hits mostly inhibitors; note: % is set by controls: 0 for no effect and ±100 for the full control effect
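A549 ARE-Fluc cells in 5% FBS OPTI-MEM, 5000 cells/well, rested 2 h then exposed to compounds in concentration-response for 18-24 h at 37 °C. Viability by CellTiter-Fluor fluorescence (Ex 405/Em 525) after 30 min; luciferase luminescence (BugLite, 15 min, RT) read afterwards.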
Numbers without * were called inactive; i = inactive; ? = inconclusive; . = no result given; [ ] = another dose, or the depositor's remark. Calls come from the whole dose curve; as a rule, active = well fitted curve in the direction sought with a large enough effect; inconclusive = small, poorly fitted or top-dose-only effect, or another doubt; inactive = no such curve, though single readings can be large; an effect the other way counts as inactive or inconclusive. Potency is the fitted concentration of half-maximal effect.

molecule	Nrf2 inh	ATXN viability	TGFb SMAD3 inh	A549 viability	Nrf2 activator	MCF10A rerep	ATXN2 expr inh	HepG2 viability	EPAC2 antagonist
CC(C)(C)NS(=O)(=O)c1cc2c3c(c1)CCN3C(=O)CC2	-19%	i	1%	-16%	-1.3%	?	.	-10%	12%
ON1C(c2ccc(Cl)cc2Cl)N(O)[C@H]2CCCC[C@H]21 (stereo partly drawn)	-22%	i	-1%	-2%	-0.5%	-3%	-8%	0%	8%
CC(SCCc1ccccn1)C(=O)O (stereo not drawn)	16%	i	-2%	-1%	0.3%	2%	0%	-3%	-20%
CC(C)NC(=O)C(c1ccc(F)cc1)N(Cc1ccco1)C(=O)CCC(=O)Nc1ccccn1 (stereo not drawn)	4%	i	2%	-3%	-0.4%	0%	-10%	2%	2%
COc1ccc(S(=O)(=O)N2CCCCC2)cc1NC(=O)Cn1c(=O)cnc2ccccc21	-1%	i	7%	0%	3.2%	0%	6%	-1%	-9%
O=C(NC(=S)NCC1CCCO1)c1ccccc1Br (stereo not drawn)	3%	i	-7%	7%	-0.1%	3%	2%	-1%	3%
CN(CC(=O)Nc1ccc(F)c(Cl)c1)S(=O)(=O)c1ccc2c(c1)n(C)c(=O)c(=O)n2C	-17%	i	30%	-15%	-0.1%	-3%	.	55%	5%
Cc1cc(NC(=O)CSCC(=O)Nc2cc(C(F)(F)F)ccc2N2CCCCC2)no1	-2%	i	2%	-8%	2.1%	1%	-7%	-25%	1%
OC(COc1ccc2c(c1)OCO2)CN1CCN(c2ccc(F)cc2)CC1 (stereo not drawn)	-12%	i	21%	-9%	0.4%	-2%	6%	5%	-4%
CCc1nnc(NS(=O)(=O)c2ccc(NC(=O)c3ccc(Cl)cc3)cc2)s1	-8%	i	-11%	5%	-0.3%	0%	1%	-14%	-2%
Cc1ccccc1NC(=O)c1cnn(-c2ccccc2)c1C	3%	i	-15%	1%	-0.8%	?	21%	1%	-5%
N=C1/C(=C/c2ccc(Br)o2)C(=O)N=C2SC(CC(=O)N3CCCC3)=NN12	?	?	6%	-16%	-1.2%	26%	.	-17%	-3%
COc1cc(OC)cc(C(=O)NC(C(=O)NCc2ccccn2)C(C)C)c1 (stereo not drawn)	1%	i	60%[activator]	2%	-0.5%	1%	.	67%	-5%
O=S(=O)(Cc1nnnn1-c1ccc(Br)cc1)c1ccccc1	.	i	-7%	.	-0.6%	.	.	-37%	-6%
O=C(c1ccc(OC2CCN(CCc3ccccc3)CC2)cc1)N1CCCC1	8%	?	7%	?	0.2%	-1%	-14%	0%	22%
Fc1ccc(-c2nnc3sc(C4COc5ccccc5O4)nn23)cc1 (stereo not drawn)	.	?	2%	?	5.0%	0%	?	-23%	-13%
CCc1nc2ccc(C(=O)N3CCC(O)(Cc4ccccc4)CC3)cn2c1N(C)C(=O)Cc1ccccc1	.	i	8%	.	-0.5%	.	6%	2%	9%
Cc1[nH]c2ccccc2c1CCN(Cc1cccnc1)C(=S)Nc1cccc(F)c1	-4%	i	-18%	-6%	0.2%	15%	-13%	-2%	-16%
COc1ccc(C23NCCN2C(=O)c2ccccc23)cc1 (stereo not drawn)	-5%	i	0%	1%	0.6%	-1%	17%	-5%	8%
O=C(Cc1cccc2ccccc12)N/N=C/C=C/c1cccc([N+](=O)[O-])c1	?	?	-16%	-15%	0.3%	13%	-10%	-23%	8%
CCCCOC(=O)CSc1nnc(-c2ccccc2)o1	.	i	25%	2%	-1.6%	.	4%	7%	.
CCC1CN(C(=O)N2CCC(C(=O)O)CC2)c2cc(C)ccc2O1 (stereo not drawn)	4%	i	2%	-14%	-0.2%	.	2%	0%	.
Cc1cccc(-n2ncc3c(Nc4ccc(F)cc4)ncnc32)c1	?	i	-6%	-1%	-1.2%	-1%	7%	-16%	-8%
CCCS(=O)(=O)NC(=O)C1(C)CCN(C(=O)c2ccc3ccccc3n2)C1 (stereo not drawn)	.	i	-3%	.	-1.2%	.	17%	3%	-6%
C=CCN1c2ccccc2[C@]23C[C@@H](C(=O)OC)N(C(=O)c4cc(C)oc4C)C2=NC(C(=O)OC)=C(C(=O)OC)[C@H]13	?	?	-28%	?	-2.1%	0%	-36%	-17%	6%
CC(C)C1N(C(N)=S)N=CC1(C)C (stereo not drawn)	-1%	i	17%	2%	-0.7%	1%	-5%	-6%	3%
Cc1ccc(OCc2cc(C(=O)NCc3cnn(-c4cccc(F)c4)c3)no2)cn1	?	i	-2%	-2%	-0.6%	3%	.	-8%	1%
O=C(Nc1ccc(C(=O)O)cc1)/C(=C\c1ccc2c(c1)OCO2)NC(=O)c1ccc(Br)o1	0%	i	-27%	2%	0.2%	-26%	42%[activator]	-10%	?
Cc1cn(S(=O)(=O)c2ccc(Cl)cc2)c(C)n1	-16%	?	-10%	1%	2.6%	-2%	.	6%	-8%
Cc1ccccc1CS(=O)(=O)c1ncc(Cl)c(C(=O)Nc2ccc(F)cc2)n1	7%	.	10µM*	-4%	-2.6%	?	.	22µM*	1%

Some of these compounds in order of count of non-hydrogen atoms, rising.
molecule	Nrf2 inh	ATXN viability	TGFb SMAD3 inh	A549 viability	Nrf2 activator	MCF10A rerep	ATXN2 expr inh	HepG2 viability	EPAC2 antagonist
CCCCOC(=O)CSc1nnc(-c2ccccc2)o1	.	i	25%	2%	-1.6%	.	4%	7%	.
O=C(c1ccc(OC2CCN(CCc3ccccc3)CC2)cc1)N1CCCC1	8%	?	7%	?	0.2%	-1%	-14%	0%	22%
Cc1ccc(OCc2cc(C(=O)NCc3cnn(-c4cccc(F)c4)c3)no2)cn1	?	i	-2%	-2%	-0.6%	3%	.	-8%	1%
O=C(Nc1ccc(C(=O)O)cc1)/C(=C\c1ccc2c(c1)OCO2)NC(=O)c1ccc(Br)o1	0%	i	-27%	2%	0.2%	-26%	42%[activator]	-10%	?

Further compounds:
molecule	Nrf2 inh	ATXN viability	TGFb SMAD3 inh	A549 viability	Nrf2 activator	MCF10A rerep	ATXN2 expr inh	HepG2 viability	EPAC2 antagonist
NC1CCN(c2c(F)cc3c(=O)c(C(=O)O)cn(C4CC4)c3c2Cl)C1 (stereo not drawn)	21%	i	18%	7%	0.7%	0%	.	29%	-6%
CCC(C(=O)NC1CCCC1)N(C(=O)Cn1nnc(-c2ccc(C)o2)n1)c1cccc(OC)c1 (stereo not drawn)	6%	i	4%	-2%	-0.6%	4%	5%	-1%	3%
CCOc1cc2[nH]c(=O)n(CCC(=O)NCCc3ccccc3)c(=O)c2cc1OCC	-3%	i	-10%	-5%	0.2%	1%	-20%	-8%	10%
Cc1cccc(Nc2nc(N)nc(CN3CCN(C)CC3)n2)c1	1%	i	-4%	22%	-0.1%	8%	0%	-1%	1%
CN1CCN(S(=O)(=O)c2ccc(NC(=S)NC(=O)C3CCCC3)cc2)CC1	-2%	i	-4%	1%	-0.3%	?	-13%	-8%	-5%
O=C1CCN(Cc2ccccc2)C=C1c1ccc2ccccc2c1	?	?	0%	-4%	9.4%	-14%	103%[activator]	-4%	-25%
COc1ccc(F)cc1-c1cc(C(=O)NCc2cc(C(F)(F)F)cc(C(F)(F)F)c2)[nH]n1	.	i	?	.	2.9%	.	-16%	-38%	-13%
CCCn1c(SCC(=O)NC)nnc1C(C)C	-13%	i	8%	-2%	-0.1%	1%	3%	-13%	-2%
C/C(=N/NC(=O)c1ccc(Cn2cccn2)o1)c1cccc(NC(=O)c2ccncc2)c1	-25%	i	-5%	1%	0.2%	11%	-6%	3%	6%
CCOc1nc(-c2ccccc2O)nc2ccccc12	4%	i	-9%	5%	7.0%	-2%	0%	-5%	-2%
COc1ccc(CNC(=O)Cc2ccc(NC(=O)C3=C(C)OCCS3)cc2)cc1	-1%	?	16%	-3%	1.5%	8.2µM*	.	20%	15%
Cc1nn2c(-c3ccc(F)cc3)ccnc2c1Cl	?	.	?	1%	4.6%	25%	-14%	-40%	-2%
O=C(CN(C1CCCCC1)S(=O)(=O)c1ccccc1)N1CCCC1	10%	i	-2%	-4%	-0.6%	-1%	-4%	7%	7%
CCCCCCSc1nnc(N)s1	-7%	i	5%	-5%	2.6%	?	2%	-23%	4%
COc1cc([C@@H]2c3cc4c(cc3[C@@H](O)[C@H]3COC(=O)[C@H]23)OCO4)cc(OC)c1O[Si](C)(C)C(C)(C)C	?	.	?	?	-4.8%	?	?	-118%	?
CC(C)(C)OC(=O)N[C@@H](Cc1c[nH]c2ccccc12)c1nnc(SCC(N)=O)o1	17%	i	0%	-4%	-0.6%	2%	0%	0%	2%
Cc1ccc(S(=O)(=O)N(C)c2ccc(OCC(=O)OCc3c(C)noc3C)cc2)cc1	-5%	i	3%	-2%	0.3%	-3%	-1%	-6%	-2%
Cc1ccc(CN2CCC(CNC(=O)c3cnn(-c4ccccc4)c3C3CCN(C(=O)OC(C)(C)C)CC3)CC2)cc1	-2%	.	0%	-26%	-0.4%	.	.	-6%	.
COc1cccc(C(=O)NCCc2csc(-c3ccc(Cl)cc3)n2)c1	.	?	13µM*	23%	5.0%	.	?	-28%	.
COc1ccc(-c2cc(C(=O)NNC(=S)NC(=O)c3c(-c4ccccc4)noc3C)[nH]n2)cc1	7%	i	1%	-10%	0.4%	10%	1%	-14%	10%
O=C(Nc1ccccc1)c1nc[nH]c1C(=O)N1CCc2ccccc2C1	5%	i	?	-1%	-0.1%	9%	-5%	4%	-2%

Entries listed above shown as hits in TGFb SMAD3 inh.
SMILES	TGFb SMAD3 inh	Nrf2 activator	EPAC2 antagonist
Cc1ccccc1CS(=O)(=O)c1ncc(Cl)c(C(=O)Nc2ccc(F)cc2)n1	10µM*	-2.6%	1%
COc1cccc(C(=O)NCCc2csc(-c3ccc(Cl)cc3)n2)c1	13µM*	5.0%	.

Copied from the list.
Under Nrf2 inh, Cc1cc(NC(=O)CSCC(=O)Nc2cc(C(F)(F)F)ccc2N2CCCCC2)no1 has the entry -2%
Under MCF10A rerep, CCOc1nc(-c2ccccc2O)nc2ccccc12 has the entry -2%

An excerpt; count on the stated rates, not on these rows.
